Screening results: PubChem, The Scripps Research Institute Molecular Screening Center
NOTCH ag: NOTCH pathway agonism; NOTCH signaling luciferase reporter cells, luminescence; activation, % at 2.5 µM; actives 0.4% (n = 15,000); in the data active means activation above about 2.2%
S1P1 ag: S1P1 (human) receptor agonism; actives 1.5% (n = 16,000); P21453; activation, % at 4.5 µM; S1P1 agonist cell-based reporter assay; AID 1044; in the data active means activation above about 80%
PME-1 Maybr inh: inhibitors of human PME-1 in Maybridge library; Q9Y570; recombinant PME-1, FP-Rh probe fluorescence polarization; inhibition, % at 9 µM; actives 0.5% (n = 16,000); in the data active means inhibition above about 30%
KOR antag MB: antagonists of human kappa opioid receptor OPRK1, Maybridge library | P41145 | OPRK1 cells, antagonist mode, fluorescence readout | inhibition, % at 9 µM | actives 0.4% (n = 16,000) | AID 652031; in the data active means inhibition above about 50%
TLR4 MyD88 blk: blocks binding of human TLR4 to MyD88. O00206. Cell-based TLR4-MyD88 binding inhibition assay. inhibition, % at 10 µM. actives 0.06% (n = 16,000); in the data active means inhibition above about 45%
luminol inh ctr: counter-screen for Nox1 inhibitors: inhibitors of luminol chemiluminescence | inhibition, % at 6.7 µM | HRP/luminol/H2O2 chemiluminescence counterscreen | actives 0.4% (n = 16,000); further: reference of the scale not given here
Nox1 inh: blocks human NADPH oxidase 1 activity; Q9Y5S8; HT29 cells, luminol chemiluminescence ROS; inhibition, % at 6.7 µM; actives 0.81% (n = 16,000); AID 1792
Target sequence (Q9Y5S8 whole entry, looked up): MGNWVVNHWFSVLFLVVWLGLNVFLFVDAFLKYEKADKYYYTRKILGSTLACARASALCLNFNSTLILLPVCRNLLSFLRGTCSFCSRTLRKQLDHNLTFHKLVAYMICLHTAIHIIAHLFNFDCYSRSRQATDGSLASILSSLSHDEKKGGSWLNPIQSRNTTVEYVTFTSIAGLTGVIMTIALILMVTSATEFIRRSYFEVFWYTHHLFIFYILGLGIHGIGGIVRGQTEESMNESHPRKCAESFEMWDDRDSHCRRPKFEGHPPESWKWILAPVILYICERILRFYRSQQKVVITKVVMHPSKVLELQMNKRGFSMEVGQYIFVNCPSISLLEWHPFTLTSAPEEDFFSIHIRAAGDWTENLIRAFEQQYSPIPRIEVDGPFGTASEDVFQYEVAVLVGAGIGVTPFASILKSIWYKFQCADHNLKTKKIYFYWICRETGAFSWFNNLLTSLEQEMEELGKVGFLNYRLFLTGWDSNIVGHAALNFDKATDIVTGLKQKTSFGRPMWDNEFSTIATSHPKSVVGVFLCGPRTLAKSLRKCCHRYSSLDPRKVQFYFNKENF
rat GALR2 agon: activates the rat galanin receptor 2 | cell-based GALR2 agonist screen | activation, % at 10 µM | actives 0.5% (n = 16,000) | AID 833; in the data active means activation above about 15%
* hit, by the source's call; / = not tested or not shown. Unless noted, no stated cut-off is given here; in the data, active means inhibition above about 75%; inactive means the rest. Some of the compounds tested (hit frequency here may not be typical).

The opening three compounds, ahead of the listing:
1: COc1ccc(CCNC2(C#N)CCCCC2)cc1OC
2: N#Cc1cccc(NC(=O)C(Cl)(Cl)Cl)c1
3: O=c1c2ccccc2[nH]c(=S)n1-c1ccc2c(c1)OCCO2

Assay by compound	1	2	3
NOTCH ag	0.9	-0.1	/
S1P1 ag	-4	19	5
PME-1 Maybr inh	1	6	-1
KOR antag MB	-8	19	-26
TLR4 MyD88 blk	2	-1	-2
luminol inh ctr	-2	-6	-1
Nox1 inh	-12	15	-41
rat GALR2 agon	-4	2	-7

Main list (from the top)
1: COc1ccc(CCNC2(C#N)CCCCC2)cc1OC
2: N#Cc1cccc(NC(=O)C(Cl)(Cl)Cl)c1
3: O=c1c2ccccc2[nH]c(=S)n1-c1ccc2c(c1)OCCO2
4: CC12NC(=O)CN1CCc1ccccc12 (configuration not stated)
5: COc1cc(N=C(N)N[N+](=O)[O-])cc(OC)c1OC
6: OC[C@H]1O[C@@H](Oc2c[nH]c3ccc(Br)c(Cl)c23)[C@H](O)[C@@H](O)[C@H]1O
7: N#Cc1ccc(CN=C(N)N[N+](=O)[O-])cc1
8: OCC12COC3c4ccccc4C(OC1)N32 (configuration not stated)

Assay by compound	1	2	3	4	5	6	7	8
NOTCH ag	0.9	-0.1	/	-0.1	-0.6	-0.1	-0.8	-0.6
S1P1 ag	-4	19	5	-6	-6	5	-2	-3
PME-1 Maybr inh	1	6	-1	-3	3	7	12	0
KOR antag MB	-8	19	-26	-10	6	18	5	-11
TLR4 MyD88 blk	2	-1	-2	6	-2	0	5	5
luminol inh ctr	-2	-6	-1	3	-6	6	2	-2
Nox1 inh	-12	15	-41	-34	-6	-12	-27	-49
rat GALR2 agon	-4	2	-7	-8	-6	-5	-2	-6

9: c1ccc(-n2cc(-c3nc(N4CC4)nc(N4CC4)n3)c3ccccc32)cc1
10: C#CC(C)(C)N=C(N)N[N+](=O)[O-]
11: c1cc2c(cc1C1NN=C3C4CCN(CC4)C31)OCO2 (configuration not stated)
12: CCN1CCC2(CC1)NC(=O)c1ccccc1O2
13: C/C(=C\c1ccc2c(c1)OCO2)[N+](=O)[O-]
14: O=[N+]([O-])c1ccc(N2CCOCC2)c2nonc12
15: O=c1ccc2cc(O[C@@H]3O[C@H](CO)[C@@H](O)[C@H](O)[C@H]3O)c(O)cc2o1
16: CC1CN(Cc2ccccc2)CCN1 (configuration not stated)

Assay by compound	9	10	11	12	13	14	15	16
NOTCH ag	-0.6	-0.6	0.0	-0.5	-1.1	0.1	0.1	-0.7
S1P1 ag	-2	-20	-5	73	-14	-1	-47	-4
PME-1 Maybr inh	-5	7	0	-3	1	5	0	4
KOR antag MB	-7	13	1	-14	12	5	-20	-5
TLR4 MyD88 blk	-3	0	4	16	-15	-4	-59	0
luminol inh ctr	-8	-3	4	-1	2	3	-5	-5
Nox1 inh	7	12	-17	-16	-44	17	-20	-10
rat GALR2 agon	-6	-5	-6	-5	1	-3	13	-5

Results in PME-1 Maybr inh (3 entries from above):
#	Structure	PME-1 Maybr inh
12	CCN1CCC2(CC1)NC(=O)c1ccccc1O2	-3
14	O=[N+]([O-])c1ccc(N2CCOCC2)c2nonc12	5
9	c1ccc(-n2cc(-c3nc(N4CC4)nc(N4CC4)n3)c3ccccc32)cc1	-5

Next section:
17: CN1CCN(c2ccccc2/C=N\NC(N)=S)CC1
18: O=C1C(Cl)=C(Cl)C(=O)c2ccccc21
19: O=C(NC1CN2CCC1CC2)c1cccc(Cl)c1 (configuration not stated)
20: O=C(NCCOC(=O)C(Cl)(Cl)Cl)C(Cl)(Cl)Cl
21: O=C1/C(=C\c2cccnc2)N2CCC1CC2
22: Cc1ccc(S(=O)(=O)N2CCCCC2c2cccnc2)cc1 (configuration not stated)
23: COc1ccc(CSC2C(C(=O)NNC(=O)c3ccccc3)C3CCN2CC3)cc1 (configuration not stated)
24: c1ccc2c(c1)CCc1c-2[nH]c2ccccc12

Assay by compound	17	18	19	20	21	22	23	24
NOTCH ag	0.0	-1.0	0.0	0.2	0.1	-0.7	-0.4	-0.6
S1P1 ag	-16	72	3	-4	-17	5	15	-3
PME-1 Maybr inh	0	45*	1	-1	4	2	8	15
KOR antag MB	5	26	-4	19	5	-7	11	-18
TLR4 MyD88 blk	-4	-7	-3	8	2	1	0	5
luminol inh ctr	9	13	-5	-1	-2	4	-4	6
Nox1 inh	-60	34	8	-23	-30	-28	15	-11
rat GALR2 agon	-5	-18	-6	-4	-5	-5	1	-8

25: CC1(C)C2CCC1(C)C(N1CCNCC1)C2 (configuration not stated)
26: Clc1cncc(Cl)c1N1CCNCC1
27: S=C1NC2=C(CCc3ccccc32)C(c2cccnc2)N1 (configuration not stated)
28: CN(C)C(=O)O/N=C(\N)c1ccc(C2SCCS2)cc1
29: COc1cccc(N2CCNCC2)c1
30: CN(C)C(=O)Oc1nc(-c2cccs2)cc(C(F)(F)F)c1C#N
31: O=[N+]([O-])c1ccc(NCc2ccco2)c2nonc12
32: OCC1CCCN2CCCCC12 (configuration not stated)

Assay by compound	25	26	27	28	29	30	31	32
NOTCH ag	-0.3	-0.7	0.1	-0.7	-0.9	-0.5	-0.9	-0.3
S1P1 ag	-2	-2	-14	3	1	3	-2	-11
PME-1 Maybr inh	1	-3	1	1	7	5	20	-1
KOR antag MB	8	18	-4	-8	26	0	5	-33
TLR4 MyD88 blk	10	0	-5	8	3	4	5	0
luminol inh ctr	1	4	4	-3	-4	-9	14	-1
Nox1 inh	8	-47	-8	-24	18	14	-7	-16
rat GALR2 agon	-2	-7	-7	-4	-3	-7	-9	-7

33: Cc1cc(C)c2c(n1)SCN(C)C2=N
34: O=C(N1CCc2ccccc2C1)C(Cl)(Cl)Cl
35: CNC(=O)O/N=C/c1ccc(F)c(Cl)c1
36: O=C(O)CCCN1CC=C(c2ccccc2)CC1
37: Cn1c(=O)n(C)c(=O)n(C)c1=O
38: N#CCN1CCN(c2cccc(Cl)c2)CC1
39: Cc1cccc(Cl)c1NC1=NCCCS1
40: CCOC(=O)C1C2c3ccccc3C(c3ccccc32)C1C(=O)OCC (configuration not stated)

Assay by compound	33	34	35	36	37	38	39	40
NOTCH ag	-0.8	-0.8	-0.4	0.2	-0.7	0.3	0.9	-0.3
S1P1 ag	-3	13	-5	-3	2	5	-4	-25
PME-1 Maybr inh	2	1	-1	0	-2	1	1	1
KOR antag MB	-4	-7	9	2	8	18	3	-12
TLR4 MyD88 blk	-3	8	-3	1	4	-3	8	-7
luminol inh ctr	0	0	2	3	2	-1	1	-1
Nox1 inh	-63	-15	-34	-3	-34	8	-26	-25
rat GALR2 agon	-4	-5	-4	-9	-2	-5	9	-4

Complete entries from above. Screens in order: NOTCH ag	S1P1 ag	PME-1 Maybr inh	KOR antag MB	TLR4 MyD88 blk	luminol inh ctr	Nox1 inh	rat GALR2 agon
Record of `Cc1cccc(Cl)c1NC1=NCCCS1` → 0.9	-4	1	3	8	1	-26	9
Record of `CNC(=O)O/N=C/c1ccc(F)c(Cl)c1` → -0.4	-5	-1	9	-3	2	-34	-4
Record of `Cc1cc(C)c2c(n1)SCN(C)C2=N` → -0.8	-3	2	-4	-3	0	-63	-4

A second format for 3 compounds above.
38	N#CCN1CCN(c2cccc(Cl)c2)CC1
  NOTCH ag: 0.3 | S1P1 ag: 5 | PME-1 Maybr inh: 1 | KOR antag MB: 18 | TLR4 MyD88 blk: -3 | luminol inh ctr: -1 | Nox1 inh: 8 | rat GALR2 agon: -5

34	O=C(N1CCc2ccccc2C1)C(Cl)(Cl)Cl
  NOTCH ag: -0.8 | S1P1 ag: 13 | PME-1 Maybr inh: 1 | KOR antag MB: -7 | TLR4 MyD88 blk: 8 | luminol inh ctr: 0 | Nox1 inh: -15 | rat GALR2 agon: -5

37	Cn1c(=O)n(C)c(=O)n(C)c1=O
  NOTCH ag: -0.7 | S1P1 ag: 2 | PME-1 Maybr inh: -2 | KOR antag MB: 8 | TLR4 MyD88 blk: 4 | luminol inh ctr: 2 | Nox1 inh: -34 | rat GALR2 agon: -2

The list continues.
41: c1ccc(N2CCN(Cc3c[nH]c4ccccc34)CC2)cc1
42: COC(=O)c1ccccc1NC(C)=O
43: CN1C2CCC1CC(=NO)C2
44: COc1cccc(/C=C/[N+](=O)[O-])c1OC
45: CN1C2CCC1CC(=NOC(=O)C1CCCCC1)C2
46: CC1(C)SCN2C(=S)N(c3ccc([N+](=O)[O-])cc3)C(=O)C21 (configuration not stated)
47: N#CC(C#N)=Cc1csc([N+](=O)[O-])c1
48: CN(CCC#N)c1ccc(C=C(C#N)C#N)cc1

Assay by compound	41	42	43	44	45	46	47	48
NOTCH ag	-0.2	-1.1	-1.0	-1.2	0.3	0.0	-0.6	-0.6
S1P1 ag	1	-7	11	-12	-2	7	-5	-17
PME-1 Maybr inh	8	0	6	-1	-1	-1	-1	6
KOR antag MB	7	11	3	29	-8	-8	1	-16
TLR4 MyD88 blk	-16	2	3	-18	7	7	-3	9
luminol inh ctr	-6	-1	-8	-1	-3	16	4	12
Nox1 inh	15	-35	14	0	-30	1	-56	-71
rat GALR2 agon	-4	-6	-4	1	-4	-5	-8	-4

49: CN1CSC(=S)N(C)C1
50: FC(F)(F)c1ccc2c(c1)nnn2C1CCNCC1
51: CSc1nc(OC(=O)N(C)C)cc(-c2ccccc2)n1
52: CN1CCN(c2ncc(C#N)c(N)n2)CC1

Assay by compound	49	50	51	52
NOTCH ag	-0.2	-1.1	/	-0.1
S1P1 ag	-9	-2	6	-23
PME-1 Maybr inh	-4	3	0	-2
KOR antag MB	-13	16	3	-9
TLR4 MyD88 blk	-4	-3	7	-4
luminol inh ctr	1	-5	2	1
Nox1 inh	-6	17	-25	-80
rat GALR2 agon	-8	-7	-13	-7
